Bioassay records from PubChem BioAssay.
CBFb RUNX1 block: blocks binding between human CBF-beta and RUNX1; 230,000 tested, under 10 active; AlphaScreen CBFb-His/RUNX1-biotin binding, biochemical; Q01196+Q13951; Potency, µM (series often up to 59.8 µM), without a hit: at the top dose activity, negative = inhibition, most hits filed as inhibitors; AID 1477; also: % of control where 0% means no effect
Target sequence (Q01196 whole entry, looked up): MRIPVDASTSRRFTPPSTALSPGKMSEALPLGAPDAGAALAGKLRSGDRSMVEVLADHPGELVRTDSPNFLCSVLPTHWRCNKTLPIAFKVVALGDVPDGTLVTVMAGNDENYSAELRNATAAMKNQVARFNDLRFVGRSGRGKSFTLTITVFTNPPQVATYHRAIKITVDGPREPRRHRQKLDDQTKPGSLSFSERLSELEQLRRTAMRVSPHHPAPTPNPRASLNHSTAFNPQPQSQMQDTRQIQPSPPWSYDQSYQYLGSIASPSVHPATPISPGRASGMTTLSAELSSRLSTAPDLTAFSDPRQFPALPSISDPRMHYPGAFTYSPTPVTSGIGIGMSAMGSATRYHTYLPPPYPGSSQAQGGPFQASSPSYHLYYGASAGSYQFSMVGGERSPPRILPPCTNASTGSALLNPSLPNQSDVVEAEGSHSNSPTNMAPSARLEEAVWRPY
Target sequence (Q13951 whole entry, looked up): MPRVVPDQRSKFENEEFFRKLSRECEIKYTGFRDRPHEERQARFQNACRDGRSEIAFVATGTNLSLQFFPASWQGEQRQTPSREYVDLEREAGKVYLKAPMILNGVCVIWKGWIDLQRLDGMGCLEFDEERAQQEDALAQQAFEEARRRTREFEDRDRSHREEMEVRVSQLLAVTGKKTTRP
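Inhibition was taken as any reduction in AlphaScreen signal from the CBF-beta–RUNX1 pair (His and biotin tags, 30 nM each), measured after compound (15 min) and bead (90 min) incubations at room temperature.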
HTT ATP protect: cytoprotection in Huntington HTT-Q103 PC12 cell model; PC12 HTT-Q103 induced, cytoprotection, ATP luminescence, 40 h; hit rate 0.14% among 230,000; Potency, µM (titrated, usually from 56.4 µM), without a hit: cytoprotection (ATP increase), actives largely listed as activators;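 also: potency is read from the fitted curve at half-maximal effect; % of control where 0% means no effect; nearly all actives have a fitted effect of over 45% in size; toxic huntingtin expression switched on by the ecdysone agonist tebufenozide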
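Huntington model: PC12 line, ecdysone-inducible HTTQ103 exon1–GFP, tebufenozide 100 nM. Test articles in a dose series. Endpoint luminescence from cellular ATP.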
GAA spleen mod: inhibits or activates alpha-glucosidase in human spleen homogenate. Potency, µM (doses to about 79.9 µM), inactives show at the top dose activity change, negative = inhibition, hits mostly inhibitors. human spleen homogenate, 4-MU-alpha-glucoside fluorescence. hit rate 0.006% among 240,000;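 also: potency is read from the fitted curve at half-maximal effect; 0% = enzyme with vehicle and -100% = no enzyme basal signal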
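Enzyme source: human spleen homogenate, 1 ug/well. Buffer 50 mM citric acid/K phosphate pH 5.0, 0.01% Tween-20. 4-MU-alpha-glucoside 1 mM; 37 C x 40 min; NaOH/glycine stop; fluorescence.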
GAA glycogen mod: inhibitors or activators of human alpha-glucosidase glycogen cleavage. AID 2100. Potency, µM (highest dose often 76.4 µM), for the others: top-dose activity change, negative = inhibition, actives largely listed as inhibitors. P10253. hit rate 0.38% among 300,000. recombinant GAA, glycogen substrate, Amplex Red glucose oxidase fluorescence;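 also: potency is read from the fitted curve at half-maximal effect; 0% = full enzyme reaction and -100% = no-enzyme basal signal; the screen sought inhibitors and activators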
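Recombinant human alpha-glucosidase (4 nM final) hydrolysed bovine liver glycogen (30 ug) for 40 min at 37 C in pH 5.0 citrate/phosphate with 0.01% Tween-20. Released glucose detected by glucose oxidase/Amplex Red, Ex 573/Em 610 nm. Compounds up to 77 uM; AC50 from Hill fits.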
GAA inh: blocks human lysosomal alpha-glucosidase | P10253 | Potency, µM (top dose mostly 76.9 µM), for inactives: at the top dose activity change, negative = inhibition, hits mostly inhibitors | purified human GAA, 4-MU-alpha-glucoside fluorescence | hit rate 0.005% among 200,000;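 also: potency is read from the fitted curve at half-maximal effect; plate controls were uninhibited enzyme wells for no effect and no-enzyme background for full effect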
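qHTS format, compound range up to 77 uM. Human lysosomal enzyme at 4 nM, 400 uM 4-MU glucoside substrate, pH 5.0, 20 min room temperature; fluorescence after alkaline stop gives activity normalized to controls.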
LMNA splice mod: changes lamin A minigene splicing in HeLa cells | HeLa LMNA splicing GFP/RFP minigene ratio, 48 h | Potency, µM (titrated, usually from 46.1 µM), without a hit: at the highest dose ratio change, negative = inhibition, most hits filed as inhibitors | hit rate 0.01% among 200,000; active = well fitted inhibition curve with a large enough effect in the signal ratio, with a control signal flat, not every such curve was filed as active; inconclusive = small, poorly fitted or top-dose-only effect, or effect the other way, or a change in a side signal; the % refers to the signal ratio; also: potency is read from the fitted curve at half-maximal effect; % is scaled to controls: 0 for no effect and ±100 for the full control effect
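Read-out is the ratio of GFP to DsRed2 object intensity, acquired by 488 nm laser-scanning cytometry on HeLa lamin A-EGFP minigene reporter cells. Compound incubation 48 hrs at 37 °C in Opti-MEM with 2% FBS; DMSO 0.5% final.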
HttQ103 aggreg: inhibitors of mutant huntingtin aggregate formation in PC12 cells. PC12 HttQ103-GFP aggregates, Acumen cytometry, 40 h. Potency, µM (top dose mostly 46.1 µM), inactives show top-dose activity change, negative = inhibition, actives largely listed as inhibitors. hit rate 1.1% among 220,000; also: potency is read from the fitted curve at half-maximal effect; % is scaled to controls: 0 for no effect and ±100 for the full control effect; nearly all actives have a fitted effect of over 60% in size
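Aggregate formation scored by laser-scanning cytometer (488 excitation, 500–530 emission) in lysed PC12 cells expressing Q103-GFP after 100 nM tebufenozide induction; library tested in dose series, with ATPLite reagent added in the multiplex.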
An asterisk follows results filed as active; u = inconclusive; x = no result given; [ ] = dose if it differs, or a comment. Unless noted, calls follow the shape of the dose curve; as a rule, active = well fitted curve in the direction sought with a large enough effect; inconclusive = small, poorly fitted or top-dose-only effect, or another doubt; inactive = no such curve, though single readings can be large; an effect the other way counts as inactive or inconclusive.

# | Molecule | GAA inh | GAA glycogen mod | HttQ103 aggreg | CBFb RUNX1 block
1 | CCCS(=O)(=O)n1nc(-c2ccc(Br)cc2)cc1N | u | 1% | 27% | -3%
2 | Cc1ccc(S(=O)(=O)NCCC(=O)NCCN2CCCCCC2)cc1 | -8% | 15% | 14% | 13%
3 | CCCCNc1nc(=S)n(-c2ccccc2)c(C)c1C(C)=O | 3% | 3% | 2% | 11%
4 | COc1ccc(C2=NO[C@@H]3C(=O)N(c4ccc(C)cc4C)C(=O)[C@H]23)cc1OC | 3% | -8% | -7% | -1%
5 | O=S1(=O)N=C(N2CCCc3ccccc32)c2ccccc21 | -11% | 10% | -10% | 0%
6 | CCOc1ccc(NS(=O)(=O)c2ccc(N)cc2)cc1 | -4% | 7% | -15% | 1%
7 | CC1(C)CC(=O)C=C(NCCN2CCN(C(=O)Nc3ccccc3)CC2)C1 | -3% | 6% | 5.6µM* | 6%
8 | Cn1c(=O)c2[nH]c(N3CCN(c4ccccc4)CC3)nc2n(C)c1=O | 8% | 2% | -13% | 5%
9 | COCCN1C(=O)C(=O)/C(=C(/O)c2ccc(S(=O)(=O)N3CCOCC3)cc2)C1c1cccc(O)c1 (stereo not drawn) | x | -14% | 4%[9.22 µM] | 6%
10 | O=C(NC(Cc1ccccc1)C(=O)NCc1ccccn1)c1ccco1 (stereo not drawn) | 5% | 9% | -7% | 3%
11 | COc1ccc(/C=C/CN2CCN(Cc3cccc(OC)c3)C(CCO)C2)cc1 (stereo not drawn) | 3% | 17% | 11%[9.22 µM] | 5%
12 | COc1ccc(C2CC(C(F)(F)F)n3nc(C(=O)NCc4cn(C)nc4C)c(Cl)c3N2)cc1 (stereo not drawn) | 7% | -4% | u | 0%

# | LMNA splice mod | GAA spleen mod | HTT ATP protect
1 | -23% | -9% | 3%
2 | 3% | -10% | -4%[0.074 µM]
3 | u | 2% | x
4 | 4% | 1% | 0%
5 | 8% | -14% | -2%
6 | -5% | -8% | 3%
7 | 17% | -10% | 7%[10 µM]
8 | x | 0% | -39%[inhibitor]
9 | x | -1% | 4%[10 µM]
10 | 3% | 6% | 18%[10 µM]
11 | u | -7% | 0%[10 µM]
12 | u | -2% | 24%[10 µM]

(further entries)
# | Molecule | GAA inh | GAA glycogen mod | HttQ103 aggreg | CBFb RUNX1 block
13 | c1cc2c3c(c1)c1c(n3CCNC2)CCCC1 | x | x | x | -21%[21.7 µM]
14 | CCC[n+]1c(C)sc2c3c(ccc21)CCCC3 | u | 12% | 7%[9.22 µM] | -1%
15 | O=C(CCS(=O)(=O)c1ccc(Cl)cc1)OCC(=O)N1CCCCC1 | 3% | -1% | 11% | 1%
16 | O=C(O)Cc1ccc2sc(-c3ccccc3)nc2c1 | 6% | -2% | 7% | 4%
17 | COc1cc(Cl)cc(NC(=O)CCN2CCN(C)CC2)c1 | -6% | -7% | -8% | -3%
18 | CCOCCOC(=O)C(C)Sc1n[nH]c(=O)[nH]c1=O (stereo not drawn) | 0% | 2% | 16% | 4%
19 | CCN(CC)CC(C)(C)COC(=O)c1oc2ccccc2c1C | x | 5% | 12%[9.22 µM] | 14%
20 | CCOC(=O)CNC(=O)C1Cc2ccccc2CN1S(=O)(=O)c1cccs1 (stereo not drawn) | x | -3% | -10%[9.22 µM] | 5%
21 | Cc1cc(OCC(=O)c2ccc(Br)cc2)ccc1N1C(=O)CCC1=O | u | 10% | -17%[1.84 µM] | 16%
22 | CCO[C@@H]1OC(C(=O)N2CCOCC2)=C[C@H](c2ccc(Br)cc2)[C@H]1CCCO | x | -7% | 18%[9.22 µM] | 7%
23 | Cc1cc(C)c(S(=O)(=O)N2CCCCC2)c(C)c1N(C)S(=O)(=O)c1ccc(Cl)cc1 | 1% | 10% | -27% | 4%
24 | COc1cccc(N2C(=O)CC(NNc3nc4ccccc4s3)C2=O)c1 (stereo not drawn) | x | -13% | 11%[9.22 µM] | 1%

# | LMNA splice mod | GAA spleen mod | HTT ATP protect
13 | x | -7% | -11%
14 | u | -4% | 40%[10 µM]
15 | 5% | -7% | 11%
16 | 7% | 3% | 5%[10 µM]
17 | 3% | -3% | 9%
18 | -3% | -34% | 1%
19 | x | 3% | 11%[10 µM]
20 | x | 7% | -15%[10 µM]
21 | 8% | 11% | 9%
22 | x | 5% | 8%[10 µM]
23 | u | 5% | 4%[10 µM]
24 | x | 3% | 3%[10 µM]

Full records, quoted from the list. Order of screens: GAA inh | GAA glycogen mod | HttQ103 aggreg | CBFb RUNX1 block | LMNA splice mod | GAA spleen mod | HTT ATP protect
Shown for `Cc1cc(OCC(=O)c2ccc(Br)cc2)ccc1N1C(=O)CCC1=O` = u | 10% | -17%[1.84 µM] | 16% | 8% | 11% | 9%
Shown for `Cc1cc(C)c(S(=O)(=O)N2CCCCC2)c(C)c1N(C)S(=O)(=O)c1ccc(Cl)cc1` = 1% | 10% | -27% | 4% | u | 5% | 4%[10 µM]

(cont.)
# | Molecule | GAA inh | GAA glycogen mod | HttQ103 aggreg | CBFb RUNX1 block
25 | CCCCCNC(=O)c1ccc2c(=O)n(CCOC)c(=O)[nH]c2c1 | u | 20% | 0% | 1%
26 | CN1C(C(=O)NCc2cccc(Br)c2)CC2Cn3c(nc4cc5ccccc5cc43)C21 (stereo not drawn) | x | -7% | -7%[9.22 µM] | 0%
27 | CN(C)c1ccc(N2C(=O)CC(Sc3ccccc3C(=O)O)C2=O)cc1 (stereo not drawn) | 6% | -4% | -18% | 1%
28 | COc1ccc(C(=O)N2CCN=C2c2ccccc2)cc1OC | 4% | 8% | 8% | 4%
29 | Cc1cc2c(=O)n(Cc3ccco3)c(SCC(=O)NCc3ccco3)nc2s1 | -13% | 3% | 11% | -1%
30 | COc1ccc(SCC(=O)c2cc(C)c(OC(=S)N(C)C)c(C)c2)cc1 | -5% | -16% | u | 9%
31 | C/C=C(\C)C(=O)NCCN1C2=NC[C@H](Cc3ccc(O)cc3)N2C[C@@H]1Cc1ccc(OC)cc1 | x | 10% | -5%[9.22 µM] | -11%
32 | COc1ccccc1NC(=O)COC(=O)C12CC3CC(CC(Cl)(C3)C1)C2 | -6% | 9% | -5% | 21%
33 | COc1ccc(NC(=O)COC(=O)c2cccc(S(=O)(=O)N(C)C)c2)cc1 | -6% | 0% | 20% | 11%
34 | CC1=CC(C)(C)N=C(Nc2nc(C)c3cc(C)cc(C)c3n2)N1 | 3% | -23% | -15% | -2%
35 | O=C(CSc1nnc(-c2ccc(C(F)(F)F)cn2)o1)Nc1cccc(Cl)c1 | x | -2% | 12%[9.22 µM] | 0%
36 | CCn1c(CSc2n[nH]c(N)n2)nc2cc(C(=O)O)ccc21 | 4% | -7% | 4% | 25%

# | LMNA splice mod | GAA spleen mod | HTT ATP protect
25 | -2% | 13% | 9%
26 | x | -5% | -8%[10 µM]
27 | -15% | -6% | 2%[10 µM]
28 | -3% | 5% | 2%
29 | -10% | -1% | 5%[10 µM]
30 | u | -1% | 7%
31 | x | 2% | -6%[10 µM]
32 | u | -5% | 0%
33 | 3%[46 µM] | -1% | 1%[10 µM]
34 | x | 3% | u
35 | x | -3% | -14%[10 µM]
36 | 19%[46 µM] | -1% | -8%

Reprinted from the part before: 4 entries, followed by the next part.
# | Molecule | GAA inh | GAA glycogen mod | HttQ103 aggreg | CBFb RUNX1 block
33 | COc1ccc(NC(=O)COC(=O)c2cccc(S(=O)(=O)N(C)C)c2)cc1 | -6% | 0% | 20% | 11%
34 | CC1=CC(C)(C)N=C(Nc2nc(C)c3cc(C)cc(C)c3n2)N1 | 3% | -23% | -15% | -2%
35 | O=C(CSc1nnc(-c2ccc(C(F)(F)F)cn2)o1)Nc1cccc(Cl)c1 | x | -2% | 12%[9.22 µM] | 0%
36 | CCn1c(CSc2n[nH]c(N)n2)nc2cc(C(=O)O)ccc21 | 4% | -7% | 4% | 25%
37 | O=C(NCc1ccco1)c1ccc(Cl)c(S(=O)(=O)Nc2ccccc2)c1 | -11% | 3% | -11%[9.22 µM] | -2%
38 | CCC(C(=O)N1CCN(S(C)(=O)=O)CC1)c1ccccc1 (stereo not drawn) | -1% | 0% | -1% | 12%
39 | Cc1cc(Cl)ccc1OCC(=O)NCCC(=O)O | 1% | 2% | -2% | -2%
40 | COc1ccc(C(=O)NNC(=O)Nc2ccc(C)cc2)cc1 | -2% | -5% | -3% | 4%
41 | O=C(CN1C(=O)C2C3C=CC(C4CC34)C2C1=O)Nc1cnc2ccccc2c1 (stereo not drawn) | u | 0% | 8%[9.22 µM] | 0%
42 | Cc1ccc(S(=O)(=O)NC2=NCN(Cc3ccccc3)CN2)cc1 | 3% | -21% | 4% | 10%
43 | C=CCn1c(SCC(=O)Nc2nccs2)nnc1-c1cc2cccc(OC)c2o1 | 4% | 9% | -32% | 2%
44 | S=C(NC12CC3CC(CC(C3)C1)C2)N1CCCC1 | -2% | 9% | 5% | 6%
45 | CN=C1S/C(=C\c2ccc(Sc3ccc(Cl)cc3)o2)C(=O)N1C | 1% | 3% | -1% | 1%
46 | CCCCNC(=O)NCC(=O)Nc1ccc(F)c(F)c1 | -7% | 6% | -3% | 5%
47 | O=C(Cn1c(=O)n(-c2ccc(F)cc2)c(=O)c2sccc21)NC1CCCCC1 | 10% | 10% | 9% | 1%
48 | CCOc1ccc(S(=O)(=O)N/N=C(\C)c2ccc(Cl)c(Cl)c2Cl)cc1 | 1% | -3% | -10% | 1%
49 | Cc1[nH]c2ccccc2c1-c1ccc(Cl)nn1 | -14% | -3% | -18% | -2%
50 | Cc1cc(Cl)c(OCCCN(C)C)c(Br)c1 | 3% | 4% | -15% | 2%
51 | O=C(NCCN1CCCC1)c1ccc(Cn2c(=S)[nH]c3ccc(Br)cc3c2=O)cc1 | -5% | -2% | -8% | 0%

# | LMNA splice mod | GAA spleen mod | HTT ATP protect
33 | 3%[46 µM] | -1% | 1%[10 µM]
34 | x | 3% | u
35 | x | -3% | -14%[10 µM]
36 | 19%[46 µM] | -1% | -8%
37 | -7%[46 µM] | -2% | -6%[10 µM]
38 | 11% | -5% | -6%[1.9 µM]
39 | -4% | -1% | -20%
40 | 0% | -4% | x
41 | x | 2% | -15%[10 µM]
42 | -2% | -7% | -5%[0.074 µM]
43 | 23% | -10% | -17%[0.074 µM]
44 | -4% | -10% | 16%[0.074 µM]
45 | 7% | -9% | 21%
46 | -4% | -7% | 12%
47 | x | -2% | -4%
48 | u | -4% | 7%[10 µM]
49 | u | -8% | -26%
50 | 3% | 2% | 5%[10 µM]
51 | x | 3% | 14%
